# GAA spleen mod: inhibitors or activators of human alpha-glucosidase in spleen homogenate | P10253 | human spleen homogenate, 4-MU-alpha-glucoside fluorescence | Potency, µM (highest dose often 79.9 µM), for inactives: at the top dose activity change, negative = inhibition, most hits filed as inhibitors | 240,000 compounds, 0.006% hits | AID 2112;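 note: 0% = enzyme with vehicle and -100% = no enzyme basal signal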
#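 Enzyme source: human spleen homogenate, 1 ug/well. Buffer 50 mM citric acid/K phosphate pH 5.0, 0.01% Tween-20. 4-MU-alpha-glucoside 1 mM; 37 C x 40 min; NaOH/glycine stop; fluorescence.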
# Tau fluor counter: counter-screen for tau fibril formation inhibitors | tau K18 P301L Alexa594 fluorescence, heparin fibrillization | Potency, µM (series often up to 57.7 µM), for inactives: at the top dose activity change, negative = decrease | 280,000 compounds, 0.93% hits | AID 1463; note: % is set by controls: 0 for no effect and ±100 for the full control effect; nearly all actives have a fitted effect of over 55% in size
#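 Human tau K18 P301L (15 uM unlabeled, 0.24 uM Alexa 594-labeled) in 100 mM sodium acetate pH 7 with 20 uM heparin, 6 hr at 37 C. ThT 30 uM added, 1 hr ambient; Alexa 594 FP and total fluorescence read at 555/632 nm.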
# Tau fibril FP: tau fibrillization inhibition (FP); 280,000 compounds, 0.39% hits; P10636; Potency, µM (highest dose often 57.7 µM), without a hit: at the highest dose activity, negative = inhibition, hits mostly inhibitors; K18 P301L tau heparin fibrillization, Alexa594 FP, 6 h; note: % is set by controls: 0 for no effect and ±100 for the full control effect; nearly all actives have a fitted effect of over 55% in size
# Target sequence (P10636 561-689 P618L limits assumed): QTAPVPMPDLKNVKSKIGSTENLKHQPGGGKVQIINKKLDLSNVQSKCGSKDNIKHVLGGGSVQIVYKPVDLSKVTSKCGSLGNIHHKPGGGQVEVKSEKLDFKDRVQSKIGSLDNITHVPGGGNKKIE
#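 Recombinant K18 P301L […], labeled with Alexa 594 at 0.24 uM over 15 uM unlabeled; heparin inducer 20 uM final; 37 C, 6 hr; FP endpoint.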
# GLA spleen mod: inhibitors or activators of human alpha-galactosidase in spleen homogenate. P06280. human spleen homogenate, 4MU-alpha-Gal fluorescence, 40 min. Potency, µM (highest dose often 80 µM), without a hit: at the top dose activity change, negative = inhibition, actives largely listed as inhibitors. 240,000 compounds, 0.008% hits. AID 2107;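 note: 0% = enzyme with vehicle and -100% = no enzyme basal signal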
# Target sequence (P06280 32-429 limits assumed): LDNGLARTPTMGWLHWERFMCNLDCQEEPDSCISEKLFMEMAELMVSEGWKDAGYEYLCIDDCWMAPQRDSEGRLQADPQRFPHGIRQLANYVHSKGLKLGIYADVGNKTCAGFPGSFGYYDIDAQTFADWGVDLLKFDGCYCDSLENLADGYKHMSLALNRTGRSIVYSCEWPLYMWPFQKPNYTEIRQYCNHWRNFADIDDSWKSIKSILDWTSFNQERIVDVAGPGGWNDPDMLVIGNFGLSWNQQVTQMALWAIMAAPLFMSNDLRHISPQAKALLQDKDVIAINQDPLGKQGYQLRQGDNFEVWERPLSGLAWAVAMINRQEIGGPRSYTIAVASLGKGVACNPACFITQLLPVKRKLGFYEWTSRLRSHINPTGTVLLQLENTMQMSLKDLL
#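 Human spleen homogenate (1 ug) as enzyme source, 4-methylumbelliferyl-alpha-D-galactopyranoside 1 mM final, citrate/phosphate pH 5.0 with 0.01% Tween-20. Compounds 40 min at 37C, NaOH/glycine stop; fluorescence Ex 365/Em 440, Hill-fit AC50.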
# GAA glycogen: alters human alpha-glucosidase cleavage of glycogen. AID 2100. Potency, µM (top dose mostly 76.4 µM), without a hit: at the highest dose activity change, negative = inhibition, actives largely listed as inhibitors. P10253. 300,000 compounds, 0.38% hits. recombinant GAA, glycogen substrate, Amplex Red glucose oxidase fluorescence;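 note: 0% = full enzyme reaction and -100% = no-enzyme basal signal; the screen sought inhibitors and activators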
#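 Natural-substrate format: glycogen cleavage by 4 nM human enzyme, glucose read by Amplex Red coupling (Ex 573, Em 610 nm). Normalized to enzyme and no-enzyme controls.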
# GAA inh: blocks human lysosomal alpha-glucosidase | P10253 | AID 1466 | 200,000 compounds, 0.005% hits | purified human GAA, 4-MU-alpha-glucoside fluorescence | Potency, µM (series often up to 76.9 µM), for inactives: at the highest dose activity change, negative = inhibition, actives largely listed as inhibitors;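 note: plate controls were uninhibited enzyme wells for no effect and no-enzyme background for full effect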
#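 Endpoint fluorogenic read: 20 min room-temperature reaction of 4 nM human alpha-glucosidase with 400 uM 4-methylumbelliferyl-alpha-D-pyranoside, pH 5.0, quenched with 1M NaOH/1M glycine pH 10. AC50 from Hill modeling.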
# Tau ThT inhib: inhibitors of human tau fibril formation, thioflavin T binding; recombinant tau K18 P301L, heparin-induced fibrillization, ThT fluorescence; Potency, µM (series often up to 57.4 µM), for inactives: at the top dose activity, negative = inhibition, hits mostly inhibitors; AID 1460; 270,000 compounds, 2.1% hits; note: % is set by controls: 0 for no effect and ±100 for the full control effect; nearly all actives have a fitted effect of over 55% in size
#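 ThT emission at 510 nm, taken 1 hr after adding 30 uM dye, quantifies aggregates formed when 20 uM heparin acts on human tau K18 P301L for 6 hr at 37 C.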
# HTT cytoprotect: Huntington cell model cytoprotection by ATP luminescence. PC12 HTT-Q103 induced, cytoprotection, ATP luminescence, 40 h. Potency, µM (doses to about 56.4 µM), for the others: cytoprotection (ATP increase), hits mostly activators. 230,000 compounds, 0.14% hits. AID 1471;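 note: % of control where 0% means no effect; nearly all actives have a fitted effect of over 45% in size; toxic huntingtin expression switched on by the ecdysone agonist tebufenozide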
#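 Readout: ATPlite luminescence (ATP level). Model: stable PC12, inducible Htt exon1 Q103-GFP. Inducer: tebufenozide, 100 nM final. Compounds: dose series. No G418 in medium.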
# Numbers without * were called inactive; ? = inconclusive; · = no result given; & = joins results of further samples; [ ] = another dose, or the depositor's remark. Calls come from the whole dose curve; as a rule, active = well fitted curve in the direction sought with a large enough effect; inconclusive = small, poorly fitted or top-dose-only effect, or another doubt; inactive = no such curve, though single readings can be large; an effect the other way counts as inactive or inconclusive. Potency is the fitted concentration of half-maximal effect.
SMILES,GAA spleen mod,Tau fluor counter,Tau fibril FP,GLA spleen mod,GAA glycogen,GAA inh,Tau ThT inhib,HTT cytoprotect
COC(=O)c1ccc(NC(=O)c2ccc(CN3CCOCC3)cc2)cc1,-8%,-1%,2%,-1%,1%,2%,-11%,10%[1.9 µM]
Cc1cc(C)n2c(nc3ccccc32)c1C(=O)NN,17%,4%,3%,-4%,?,-4%[15.4 µM],-13%,-8%[10 µM]
CO/N=C/NC(=O)c1c(OC)ccnc1Oc1cccc(C(F)(F)F)c1,-1%,-5%,8%,-1%,5%,3%,-11%,-19%[10 µM]
Cn1cc(C(F)(F)F)nc1-c1ccc(OCC(O)CNCCOc2ccc(O)c(C(N)=O)c2)cc1 (stereo not drawn),-3%&7%&8%,-13%&-10%&0%,-3%&-10%&3%,21%&15%&9%,-11%,·,-11%&-8%&-9%,-14%
O=C1CC(N2CCN(c3nc4ccccc4s3)CC2)C(=O)N1c1ccc(F)cc1 (stereo not drawn),-9%,-5%,13%,-3%,-1%,-13%,-10%,-8%[10 µM]
Cc1ccc(C)c(N2CCN(C(=O)C3CCCN(Cc4nc(-c5cccc(Cl)c5)oc4C)C3)CC2)c1 (stereo not drawn),·,-13%,2%,·,13%[76.3 µM],·,?,·
COc1ccc(Nc2ccc(OC)cc2)cc1,-19%,?,?,-8%,?,·,10µM*,-17%[10 µM]
Cn1c(NC(=O)c2cccnc2)nc2ccccc21,-6%,-7%,-7%,-2%,-19%,-2%,-6%,-56%[inhibitor][10 µM]
Cc1ccc2c(c1)c(=O)c1c3n2CCN(C(=O)CCl)C3CC1 (stereo not drawn),9%,?,?,8%,-8%,1%[15.4 µM],14µM*,4%
Cc1ccc(-c2nnn3c2nc(NC2CCC(C)CC2)c2ccccc23)cc1 (stereo not drawn),·,?,-5%,·,-11%[76.3 µM],·,?,·
COc1ccc(C)cc1NC(=O)CN1C(=O)c2cccc3cccc1c23,-7%,·,·,-17%,5%,9%,·,-1%
CCOC(=O)/C(C#N)=C\c1ccc(OC)c(OC)c1,-11%,-3%,-6%,3%,-9%,10%,-10%,4%
CCCc1nnc(NC(=O)CCC(=O)N2CCCCCC2)s1,3%,-8%,?,0%,5%,?,-10%,-4%
O=c1cc(Cc2ccccc2)[nH]c(=S)[nH]1,6%,5%,3%,7%,-7%,2%,-1%,?
O=C(O)c1ccc2c(c1)C(c1ccccc1)OC2=O (stereo not drawn),1%,-15%,-2%,1%,1%,?,-8%,-4%
CCCCc1nc2c(c3c1C[C@H](C)OC3)CN(S(=O)(=O)c1ccc(Cl)c3nonc13)CC2,-15%[17.4 µM],-4%[11.6 µM],7%[11.6 µM],4%[17.5 µM],·,·,5%[11.5 µM],-22%[10 µM]
Cc1cc(C(F)(F)F)nn1Cc1n[nH]c(=S)n1-c1ccc(Cl)cc1,-2%,-7%,-7%,0%,-10%,?,-4%,-12%
Cc1ccc2cc(CN(CCN3CCCC3)C(=O)Nc3ccccc3)c(=O)[nH]c2c1C,-6%,-6%,-1%,-6%,10%,-15%,-12%,-17%
Cc1ccc(-n2c(CSc3nc(C)cc(C)n3)nnc2SCC(=O)Nc2nccs2)cc1,11%,-13%,-8%,8%,4%,·,-7%,3%&3%[10 µM]
CCOc1nc(NCCc2ccc(OC)c(OC)c2)nc(N2CCN(c3ccc(OC)cc3)CC2)n1,-8%,-17%,8%,-11%,-5%,1%,?,3%
CCc1c(C)c(C#N)c2nc3ccccc3n2c1Nc1c(C)n(C)n(-c2ccccc2)c1=O,3%,-12%,-8%,0%,25µM*,4%,?,-27%[0.074 µM]
CC1CN(S(=O)(=O)c2ccc(-c3nc4ccccc4s3)cc2)CC(C)O1 (stereo not drawn),0%,-7%,-10%,-1%,-2%,-2%,-4%,-12%
O=C(Cn1c(=O)[nH]c2ccccc2c1=O)N1CCN(c2cccc(Cl)c2)CC1,10%,-4%,-4%,3%,-1%,1%,-5%,-21%
O=C(c1cc([N+](=O)[O-])cc([N+](=O)[O-])c1)N1CCOCC1,-6%,-1%,-6%,-9%,11%,0%,1%,17%[10 µM]
COc1ccc(N2C(=O)CC(Sc3nnc(-c4ccccc4)o3)C2=O)cc1 (stereo not drawn),1%,-16%,?,-4%,8%,-2%,?,-150%[inhibitor]
CCC(=O)Nc1ccc(C(=O)N2CCN(C(=O)c3ccco3)CC2)cc1,6%,12%,-2%,6%,1%,-7%[15.4 µM],12%,-21%
CC(=O)N1CCN(CC(=O)Nc2ccc3c(c2)CCC3)CC1,0%,-1%,-4%,4%,9%,-1%,2%,24%[10 µM]
CCCCc1cc(=O)oc2c(CN(C)C)c(O)ccc12,?,4%,12%,?,6%,?,-1%,1%
Cc1ccc(C)c(-n2c(SCC(N)=O)nnc2-c2ccccn2)c1,1%,-1%,-6%,4%,4%,-5%,-4%,-10%
C/C(=N\O)c1ccc2c(c1)OCCO2,·,6%,5%,-18%,1%,1%,0%,1%
Cc1ccc(NC(=O)CSc2nc3c(c(=O)[nH]2)CCC3)cc1Cl,·,-16%,1%,·,-10%[76.3 µM],·,-7%,·
Cc1ccc(/C=C/C(=O)NCCc2c[nH]c3ccccc23)o1,-4%,-18%,-3%,3%,1%,?,?,-10%
CC1Cc2ccccc2N1C(=O)CSc1nc(N)cc(=O)[nH]1 (stereo not drawn),2%,-7%,-4%,1%,8%,1%,-11%,-14%
O=C(O)c1cccc(CN2C(=O)SC(Nc3cccc4ccccc34)C2=O)c1 (stereo not drawn),-4%,4%,-2%,-2%,-23%,7%,7%,-17%[10 µM]
CS(=O)(=O)N(CC(=O)N1CCCC1)c1ccc(Cl)c(Cl)c1,-5%,-6%,6%,-6%,-1%,6%,-14%,-6%[10 µM]
COc1ccc(S(=O)(=O)N(CC(=O)N2CCC(C)CC2)c2ccc(C)cc2)cc1,·,-12%,-4%,·,-16%[76.3 µM],·,-7%,·
COc1cccc2c1cc1c(=O)n(CC(=O)N3CCN(c4ccc(F)cc4)CC3)nc(C)n12,·,-3%,-17%,·,13%[76.3 µM],·,10%,·
Cc1ccc(/C=N/NC(=O)c2cccc([N+](=O)[O-])c2)o1,0%,-8%,7%,3%,-10%,8%,-17%,14%[10 µM]
COC(=O)Cc1ccc2sc(-c3ccccc3)nc2c1,3%,-10%,-7%,3%,1%,1%,-5%,10%[10 µM]
O=c1cc(CO)oc(C(Nc2ccccn2)c2ccc(C(F)(F)F)cc2)c1O (stereo not drawn),3%,-13%,0%,1%,?,-6%,?,34%
Cc1nn(-c2ccccc2)c(=S)n1-c1ccccc1,-5%,-4%,6%,9%,2%,-4%,-7%,4%[10 µM]
Cc1cc(C)nc(N2CCN(c3nnnn3-c3ccccc3)CC2)n1,-1%,3%,-1%,-1%,4%,9%,-9%,5%
Cc1nn(CC(=O)O)c(C)c1[N+](=O)[O-],1%,-3%,-1%,6%,4%,-6%,-5%,-17%[10 µM]
Cc1nc2ccccn2c1/C(O)=C1\C(=O)C(=O)N(CCN2CCOCC2)C1c1cccnc1 (stereo not drawn),-5%,5%,-6%,2%,-4%,5%,5%,-3%
O=c1c2ccccc2nc(SCc2ccc(F)cc2Cl)n1CCCN1CCOCC1,8%,3%,7%,1%,-2%,·,-8%,8%[10 µM]
CCCCCC(=O)NC(CC(=O)OC)c1ccc2c(c1)OCO2 (stereo not drawn),11%,9%,-4%,9%,7%,0%,1%,6%[10 µM]
Cc1cc(C)c2c(CN3CCN(Cc4ccc5c(c4)OCO5)CC3)cc(=O)oc2c1C,-10%,-2%,8%,-6%,10%,-13%,-10%,-6%[0.074 µM]
COc1cc(/C=N/NC(=O)c2cccs2)ccc1O,-18%,-10%,11%,0%,?,·,?,-5%[10 µM]

# By substructure: the entries above containing a COOH group (three)
SMILES,GAA spleen mod,Tau fluor counter,Tau fibril FP,GLA spleen mod,GAA glycogen,GAA inh,Tau ThT inhib,HTT cytoprotect
O=C(O)c1ccc2c(c1)C(c1ccccc1)OC2=O (stereo not drawn),1%,-15%,-2%,1%,1%,?,-8%,-4%
O=C(O)c1cccc(CN2C(=O)SC(Nc3cccc4ccccc34)C2=O)c1 (stereo not drawn),-4%,4%,-2%,-2%,-23%,7%,7%,-17%[10 µM]
Cc1nn(CC(=O)O)c(C)c1[N+](=O)[O-],1%,-3%,-1%,6%,4%,-6%,-5%,-17%[10 µM]

# Next entries follow.
SMILES,GAA spleen mod,Tau fluor counter,Tau fibril FP,GLA spleen mod,GAA glycogen,GAA inh,Tau ThT inhib,HTT cytoprotect
O=c1[nH]c2ccccc2c2ccccc12,9%&6%&-7%,-10%&-17%&2%,-2%&-10%&5%,-1%&3%&-2%,1%,1%,-13%&-8%&-1%,-63%[inhibitor]
Cc1ccc(CSc2nnc(CC(=O)Nc3ccc(C)cc3)n2C)cc1,-8%,-7%,2%,-3%,-2%,8%,-6%,-7%
O=C(NCc1ccco1)C1CCC(N2C(=O)c3ccccc3C2=O)CC1 (stereo not drawn),1%,-5%,-2%,7%,-10%,9%,-3%,-6%[10 µM]
COc1ccc(C2=NN(C(=O)CSc3ncccn3)C(c3ccc(C)cc3)C2)cc1 (stereo not drawn),-3%,-2%,-5%,-6%,-1%,-3%,1%,21%[10 µM]
O=S(=O)(c1ccc(Cl)cc1)N1CCN=C1SCc1cccnc1,1%,-10%,-10%,-2%,-24%,-8%,-4%,5%
CCN(C(=O)c1cc2cc3ccc(C)cc3nc2o1)c1ccc(OC)cc1,1%,-12%,9%,2%,-4%,-7%,?,8%[10 µM]
Cc1ccc(C(=O)NC(=S)Nc2ccc(N3CCOCC3)cc2)c(C)c1,-1%,-28%,7%,6%,-25%,1%,?,-19%
Cc1ccc(CNC(=O)CSc2nc3ccsc3c(=O)n2NC(=O)c2ccccc2)cc1,-5%,-11%,-4%,6%,4%,-8%,-8%,0%
COc1ccc(-c2noc(CCC(=O)Nc3ccc(C)c(C)c3)n2)cc1,1%,-16%,-16%,2%,3%,2%,-15%,2%[10 µM]

# Assay outcomes from PubChem BioAssay.
